M1 PAM = human M1 muscarinic receptor positive allosteric modulators, primary screen, CHO-K1 cells, Fluo-8 calcium fluorescence, 1536-well; Muscarinic acetylcholine receptor M1 (Homo sapiens), P11229; CHO-K1 hM1, ACh EC20; 0% = ACh EC20, 100% = maximal ACh; activation, % at 3 µM; 360,000 compounds, 0.088% hits; AID 588819, 2011; in the data active = activation above about 19%, passing the limit was not always enough
Target sequence (P11229 whole entry, looked up): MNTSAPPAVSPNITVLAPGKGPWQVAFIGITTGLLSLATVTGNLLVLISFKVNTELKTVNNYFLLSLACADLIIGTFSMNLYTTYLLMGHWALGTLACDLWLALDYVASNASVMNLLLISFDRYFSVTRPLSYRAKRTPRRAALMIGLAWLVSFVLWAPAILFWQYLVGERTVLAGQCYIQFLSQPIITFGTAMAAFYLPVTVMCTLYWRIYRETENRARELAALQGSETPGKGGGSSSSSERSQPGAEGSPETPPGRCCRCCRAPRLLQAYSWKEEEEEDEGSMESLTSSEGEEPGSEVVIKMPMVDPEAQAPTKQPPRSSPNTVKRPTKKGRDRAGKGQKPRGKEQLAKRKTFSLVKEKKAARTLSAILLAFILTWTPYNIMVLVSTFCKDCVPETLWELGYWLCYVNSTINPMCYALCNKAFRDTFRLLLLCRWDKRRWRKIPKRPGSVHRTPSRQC
CHRM4 agonist = human M4 muscarinic receptor agonists, primary screen, CHO-K1 cells, Fluo-8 calcium fluorescence; CHO-K1 hM4/Gqi5; vehicle 0%, full acetylcholine response 100%; 360,000 compounds, 0.14% hits; AID 624127, 2012; activation, % at 3 µM;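 active = activation above the run mean over all test wells plus 3 SD, cut at about 32% in these data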;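 also: peak over basal fluorescence ratio per well then scaled between controls; 0% = DMSO wells and 100% = acetylcholine at EC100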
Target sequence (P08173 whole entry, looked up): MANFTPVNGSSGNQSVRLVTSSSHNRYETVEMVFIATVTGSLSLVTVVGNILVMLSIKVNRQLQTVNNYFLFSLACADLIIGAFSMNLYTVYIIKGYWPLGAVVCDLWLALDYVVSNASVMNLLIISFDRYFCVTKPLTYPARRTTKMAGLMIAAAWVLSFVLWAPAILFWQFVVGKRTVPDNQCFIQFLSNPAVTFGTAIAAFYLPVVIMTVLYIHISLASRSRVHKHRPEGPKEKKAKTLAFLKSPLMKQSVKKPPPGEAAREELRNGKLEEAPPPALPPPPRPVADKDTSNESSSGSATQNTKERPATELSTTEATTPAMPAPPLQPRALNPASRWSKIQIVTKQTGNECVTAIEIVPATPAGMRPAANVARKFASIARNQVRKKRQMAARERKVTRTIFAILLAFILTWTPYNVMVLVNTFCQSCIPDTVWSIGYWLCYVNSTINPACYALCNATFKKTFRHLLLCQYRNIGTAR
CHO parental Ca = ATP-evoked calcium signal inhibitors, parental CHO, primary screen, counter-screen for OX1R antagonist project, cell-based, fluorescence, Fluo-8 calcium dye; 330,000 compounds, 0.63% hits; parental CHO-K1, ATP-induced calcium, Fluo-8 fluorescence; inhibition, % at 5.6 µM; AID 463079, 2010;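 active = inhibition above that plate's mean sample inhibition plus 3 SD, cut at about 26% in these data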;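 also: 0% = ATP-challenged DMSO wells and 100% = DMSO wells without ATP; some compounds past the cut are filed as inactive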
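Assay system: parental CHO cells; Read-out basis: percent inhibition of ATP-evoked calcium rise, normalized to controls; Benchmarks: ATP and no-ATP DMSO wells; Compound dosing: single nominal dose of 5.6 µM per compound; Signal: Fluo-8 calcium dye fluorescence; Also added: ATP as calcium-mobilizing challenge; Repeats: singlicate.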
M1 ag = human M1 muscarinic receptor agonists, primary screen, Fluo-8 calcium fluorescence, CHO-K1 cells, HTS; Muscarinic acetylcholine receptor M1 (Homo sapiens), P11229; AID 588814, 2011; 360,000 compounds, 0.33% hits; activation, % at 3 µM; CHO-K1 hM1, agonist mode; 0% DMSO, 100% acetylcholine EC100;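 active = activation above the run's mean compound activation plus 3 SD, cut at about 16% in these data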;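 also: peak over basal fluorescence ratio within a 140 s kinetic read after compound addition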
M1 ag parental = counter-screen for M1 agonists: effect in parental CHO-K1 cells | Fluo-8 calcium fluorescence; scaled to maximal ATP response, vehicle zero | AID 602248, 2012 | 360,000 compounds, 0.48% hits | activation, % at 3 µM; in the data active = activation above about 15%;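 also: untransfected CHO-K1 host cells lacking M1 receptor as counterscreen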
M4 antag = human M4 muscarinic receptor antagonists, primary screen, CHO cells, Fluo-8 calcium fluorescence; Muscarinic acetylcholine receptor M4 (Homo sapiens), P08173; CHO-hM4 cells, ACh EC80; inhibition, % at 3 µM; 360,000 compounds, 0.73% hits;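 active = inhibition above its plate's cutoff, the mean inhibition of sample wells plus 3 SD, cut at about 27% in these data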;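 also: 0% = acetylcholine EC80 with DMSO and 100% = DMSO without agonist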
CHO-K1 Ca antag = M1 antagonist counterscreen hit in parental CHO-K1 cells. ATP-induced calcium, Fluo-8 fluorescence. inhibition, % at 3 µM. 360,000 compounds, 0.6% hits. AID 602250;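 active = inhibition above a per-plate cutoff, the plate's mean sample inhibition plus 3 SD, cut at about 24% in these data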;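 also: 0% = DMSO plus EC80 ATP and 100% = DMSO alone without ATP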
CHRM1 antagonist = human M1 muscarinic receptor antagonists, primary screen, CHO-K1 cells, Fluo-8 calcium fluorescence, 1536-well | Muscarinic acetylcholine receptor M1 (Homo sapiens), P11229 | CHO-K1 hM1, ACh EC80 antagonist | inhibition, % at 3 µM | 360,000 compounds, 1.3% hits | AID 588852, 2011;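 active = percent inhibition above its own plate's cutoff, namely the mean of that plate's compound wells plus 3 SD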;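 also: peak over basal fluorescence ratio during 140 s after agonist addition; 0% = ACh EC80 plus DMSO and 100% = DMSO alone without agonist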
OXTR potentiate = human OXTR potentiators, primary screen, fluorescence, CHO-OTR cells, Fluo-8 calcium; Fluo-8 calcium fluorescence, potentiator mode; 0% = oxytocin EC15, 100% = EC100; 320,000 compounds, 0.061% hits; activation, % at 3 µM; AID 2445, 2010;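 active = activation above that plate's cutoff, the mean activation of tested compounds plus 3 SD, cut at about 6.6% in these data, passing the limit was not always enough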;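 also: 100% uses oxytocin at 75 nM as the full agonist control; some results filed as inactive read as strong as hits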
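Dosing: Single dose, 3.0 µM nominal final compound concentration | Material: Human OTR in CHO cells | Technique: Kinetic Fluo-8 calcium fluorescence | Benchmarks: EC15 oxytocin alone as 0%, 75 nM oxytocin as 100% | Probe or stimulus: Oxytocin at about EC15, sub-maximal agonist stimulus | Incubation: Compound 6 min at room temperature before oxytocin, 100 s read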
* marks the source's active call; other numbers are inactive results; / = no result given.

molecule	M1 ag	CHO parental Ca	OXTR potentiate	CHRM4 agonist	M1 ag parental	M4 antag	CHO-K1 Ca antag	CHRM1 antagonist	M1 PAM
Cc1ccc2nc(N/N=C\c3ccc([N+](=O)[O-])o3)nc(-c3ccccc3)c2c1	-2	-14	-13	1	2.6	-18	-2	-29	3
CC1Cc2ccccc2N1CC(=O)NC(=O)NC(C)(C)C (stereo unspecified)	-8	-15	-15	6	1.8	7	-11	-1	-1
COc1cccc(NC(=O)CSCc2cc(=O)n3ccsc3n2)c1	3	-6	1	-1	0.2	10	-13	-3	15
Cc1ccc2c(c1)CCCN2C(=O)Nc1ccc2c(c1)OCO2	1	6	-12	1	2.8	1	-5	-3	3
CCOc1ccc(NC(=O)CN2CCN(CC(=O)c3ccc(OC)c(OC)c3)CC2)cc1	-4	-21	-3	0	0.2	-10	-11	-23	6
O=C(CSc1nc(C2CC2)nc2ccccc12)N1CCCCC1	-4	-14	-13	8	4.4	-9	-14	-4	0
Cc1cc(NC(=O)c2ccccc2F)cc(C)c1OCC(=O)N1CCOCC1	-2	-4	-1	2	2.0	-12	-12	11	-1
O=C(NNC(=O)C1CCN(S(=O)(=O)c2cccc(C(F)(F)F)c2)CC1)C1CC1	-7	11	-3	1	1.1	-5	-11	-2	4

(cont.)
molecule	M1 ag	CHO parental Ca	OXTR potentiate	CHRM4 agonist	M1 ag parental	M4 antag	CHO-K1 Ca antag	CHRM1 antagonist	M1 PAM
CC(=O)c1ccc(N2CCN(CC(=O)Nc3ccccc3C(=O)NC3CC3)CC2)c(F)c1	-2	-22	0	11	3.8	17	-6	8	-3
Cc1ccc(C(=O)NCC(=O)N/N=C/c2cccs2)cc1[N+](=O)[O-]	-4	-5	-8	1	0.9	3	-13	11	-2
Cc1cc(NC(=O)C2=C(O)c3ccccc3S(=O)(=O)N2C)no1	-2	-10	-4	0	0.4	-8	-5	-25	4
ClCC1CSC(=NC23CC4CC(CC(C4)C2)C3)O1 (stereo unspecified)	-5	-4	1	1	-0.8	-5	3	23	-4
c1ccc2sc(NN=C3CCCC3)nc2c1	-6	-3	-4	0	0.1	5	4	0	5
COc1cc(/C=N/c2oc(C)c(C)c2C#N)cc(Br)c1O	-1	-1	-2	2	0.8	-5	-18	-10	4
CCn1c(CSc2nc3ccccc3s2)nnc1SCC(=O)c1ccc(O)c(O)c1	-5	3	-9	6	5.1	-4	-11	-7	7
COc1ccccc1OCC(=O)Nc1ccc2c(c1)C(=O)N(CC1CCCO1)C2=O (stereo unspecified)	-2	-8	-6	8	2.8	-2	2	0	-1

Following part.
molecule	M1 ag	CHO parental Ca	OXTR potentiate	CHRM4 agonist	M1 ag parental	M4 antag	CHO-K1 Ca antag	CHRM1 antagonist	M1 PAM
CS(=O)(=O)c1ccccc1C(=O)N1CCN(S(=O)(=O)c2ccc(C3CCCCC3)cc2)CC1	9	/	/	1	0.7	-10	-9	-5	2
Cc1sc2ncn(CCn3cnc4sc(C)c(C)c4c3=O)c(=O)c2c1C	2	-17	-17	9	3.9	3	-13	2	6
Cc1nc(-c2ccc(S(=O)(=O)N3CCCCCC3)cc2)cs1	-2	8	-8	4	2.0	23	-1	2	-1
O=C(O)c1cccc2c1C(=O)N(Cc1ccccc1)C2	-2	-9	6	0	0.2	-2	-2	-26	18
O=C(NNC(=O)c1ccccc1Br)c1cnccn1	-3	-7	-3	1	0.0	-4	-18	1	1
CCCCNC(=O)O[C@@H]1C[C@@H]2CCN3C(=O)CCC[C@H]([C@H]1CC)[C@H]23	-5	-20	-4	1	-0.3	2	-13	6	2
CCOC(=O)/C(=C\C=C\N1CCOCC1)C(C)=O	-3	-3	-3	1	-0.2	-9	-2	-4	5
CCOC(=O)CSc1nnc(CNC(=O)c2cccs2)n1Cc1ccccc1	-1	-15	-2	1	0.1	1	5	-4	6

New compounds follow:
molecule	M1 ag	CHO parental Ca	OXTR potentiate	CHRM4 agonist	M1 ag parental	M4 antag	CHO-K1 Ca antag	CHRM1 antagonist	M1 PAM
CC(C)(C)n1nnnc1C(c1cccs1)N1CCN(Cc2ccc3c(c2)OCO3)CC1 (stereo unspecified)	-6	-22	-13	-1	1.0	2	-8	-5	6
COc1ccc(OC)c(Cc2nnc(CCC(=O)N3CCCCC3)o2)c1	-5	-6	-1	1	1.1	-3	-9	-2	8
CC(Nc1nc(-c2cccnc2)nc2ccccc12)c1ccc(F)cc1 (stereo unspecified)	-10	-10	-2	10	2.0	-4	-7	21*	-17
COc1cccc(-c2cc(N)nn2C(=O)Nc2ccc(Cl)cc2)c1	-1	7	-3	9	3.3	1	12	8	-5
CCOC(=O)C1CCCN(C(=O)Cc2ccc(OC)c(OC)c2)C1 (stereo unspecified)	14	-12	-4	1	0.1	-10	-7	-7	2
COc1ccc2c(CC(=O)Nc3ccc(OC)c(S(=O)(=O)N4CCOCC4)c3)coc2c1	-4	2	2	3	0.7	-6	-3	-9	7
CCOC(=O)N1CCN(C(=O)c2cn(CC)c3ccc(S(=O)(=O)N4CC(C)CC(C)C4)cc3c2=O)CC1 (stereo unspecified)	-5	-19	-6	1	-0.6	-3	-1	-7	7
CCCN1CCc2c(sc3nc(SC)n(-c4ccccc4)c(=O)c23)C1	-9	-21	0	1	0.9	-3	-7	5	-6

Going on with the list.
molecule	M1 ag	CHO parental Ca	OXTR potentiate	CHRM4 agonist	M1 ag parental	M4 antag	CHO-K1 Ca antag	CHRM1 antagonist	M1 PAM
CCc1nc(SCC(=O)N2CCCC2)c2ccccc2n1	-1	-11	-4	1	0.9	0	-17	-34	13
COCCN(CCOC)C(=O)CC(=O)N(CCOC)CCOC	-6	-11	-1	0	0.5	0	-4	-7	8
CC(=O)NC(CC(=O)NNC(=O)c1cccs1)c1ccccc1 (stereo unspecified)	-1	-10	-1	0	0.5	-7	-4	-12	10
Cc1ccc(N=CC=C2OC(C)(C)C(C)(C)O2)cc1	-4	-18	1	1	0.1	-19	-4	-6	14
Clc1ccc(-c2nnn(Cc3nc4ccccc4s3)n2)cc1	-2	-9	-20	0	0.5	1	-8	4	1
COc1ccc(Nc2nc(NCc3ccco3)nc(N/N=C/c3ccccc3)n2)cc1	-5	-16	-1	-2	1.2	-3	-8	-6	4
CN(C)c1nc(C#N)nc(N(C)C)n1	0	-5	11	0	0.4	7	-11	-2	4
CC(C)C[C@H]1CN([C@@H](Cc2ccc(O)cc2)CN2CCCC2CN2C(=S)NC[C@@H]2Cc2ccccc2)C(=S)N1CC1CCCCC1 (stereo partly specified)	/	/	/	-1	0.5	-3	-24	/	/

Additional results
molecule	M1 ag	CHO parental Ca	OXTR potentiate	CHRM4 agonist	M1 ag parental	M4 antag	CHO-K1 Ca antag	CHRM1 antagonist	M1 PAM
COCC(=O)Oc1c(S(=O)(=O)c2ccc(C)cc2)c(C)nn1C(C)(C)C	-1	-5	-12	0	0.2	-14	-19	-17	11
CCOc1ccc(CNC(=O)c2ccccc2NC(=O)C2=CSCCO2)cc1	-4	-17	-6	0	1.9	-8	-16	-3	-1
Fc1ccc(NCc2nnc3n2CCCCC3)cc1	-3	-9	-16	0	0.2	8	-18	1	3
Cc1cc(C)c2cc(CN(Cc3cccnc3)C(=O)c3ccc(F)cc3)c(Cl)nc2c1	-9	-13	-7	8	2.1	4	0	2	-2
O=C(Nc1ccc(Cl)cc1Cl)c1cccc(N2C(=O)C=CC2=O)c1	-3	-8	-5	2	-0.7	-5	-6	1	0
COc1ccc(C2N=C(c3ccccc3)NC(c3ccccc3)=N2)cc1	-4	-29	-9	1	0.4	4	-2	-15	12
CN(CC(=O)NCc1ccc(F)cc1)S(=O)(=O)c1ccc2c(c1)c(=O)n(C)c(=O)n2C	-4	-17	-4	2	1.5	-5	-12	-5	3
COc1ccc(NC(=S)NNS(=O)(=O)c2ccc3ccccc3c2)c(OC)c1	-4	11	-11	0	-1.0	13	10	2	4

Next results
molecule	M1 ag	CHO parental Ca	OXTR potentiate	CHRM4 agonist	M1 ag parental	M4 antag	CHO-K1 Ca antag	CHRM1 antagonist	M1 PAM
CCN(CC)CC(=O)N1CCCC(N2CCN(c3cccc(C(F)(F)F)c3)CC2)C1 (stereo unspecified)	-8	-15	-2	0	0.8	5	-1	2	-2
O=C(CCC(F)(F)F)N1CCCC(CO)(CCc2ccccc2)C1 (stereo unspecified)	-3	-21	0	1	0.8	6	-6	11	-10
CCOC(=O)c1c(NC(=O)COC(=O)CC(NC(C)=O)c2ccccc2)sc(C(=O)NC)c1C (stereo unspecified)	0	-10	-2	1	0.8	-6	-7	-5	10
CC1(C)CC2CC(C)(CN2C(=O)COC(=O)c2cccc(O)c2)C1 (stereo unspecified)	-2	-9	-5	8	1.9	-1	-7	-2	4
O=C(Nc1ccc(NC(=S)NC(=O)c2ccccc2Cl)cc1)c1cccc(Cl)c1	-4	0	-15	1	0.1	14	5	0	0
Cc1nn(CCOc2ccccc2)c(=O)n1-c1c(F)cccc1F	-4	-2	1	2	0.1	31*	-10	0	4
CCSc1ccc(-c2ccco2)nn1	-4	1	-2	1	0.4	-1	-13	18	-4
CN(C)S(=O)(=O)c1cccc(NC(=O)CSc2nncn2-c2ccccc2)c1	-3	-7	-10	6	10	0	-11	-10	8
CCOc1ccc2c(c1)C(=NNC(=O)c1ccccn1)c1cc(OCC)ccc1-2	-2	/	/	1	3.3	2	6	-1	3
CC1CCCC(C)N1CCCNC(=O)c1cc2c(s1)-c1ccccc1OC2 (stereo unspecified)	-5	-18	-3	2	0.6	8	-6	-8	4
